# Assay outcomes as filed in PubChem BioAssay.
# SENP6 block: SENP6 protease inhibition; 330,000 compounds, 1.8% hits; Recombinant SENP6 catalytic domain, aminoluciferin luminescence; Q9GZR1; inhibition, % at 10 µM;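 active means inhibition above about 50% at the single tested dose, limit read from the data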;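 further: plate controls were DMSO wells with enzyme for no effect and DMSO wells lacking enzyme for full effect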
# SENP8 block-1: blocks the human protease SENP8; inhibition, % at 10 µM; 330,000 compounds, 1.2% hits; purified SENP8, Z-RLRGG-aminoluciferin cleavage, luminescence; Q96LD8; AID 2540; in the data active means inhibition above about 50%
# Target sequence (Q96LD8 whole entry, looked up): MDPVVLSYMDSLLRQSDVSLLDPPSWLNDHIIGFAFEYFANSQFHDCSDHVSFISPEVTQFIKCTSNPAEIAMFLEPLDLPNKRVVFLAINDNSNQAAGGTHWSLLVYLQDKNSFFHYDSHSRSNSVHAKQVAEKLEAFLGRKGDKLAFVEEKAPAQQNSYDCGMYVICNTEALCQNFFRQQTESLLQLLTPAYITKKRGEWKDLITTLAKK
# SENP8 block-2: inhibitors of human SENP8 protease. inhibition, % at 20 µM. recombinant SENP8, Nedd8 substrate fluorescence. 360,000 compounds, 0.64% hits. AID 602440. Q96LD8; in the data active means inhibition mostly above about 40%, no sharp cut-off; inactive means mostly below about 27%
# Apaf-1 inh: human Apaf-1 inhibition; O14727; reconstituted apoptosome caspase-3 activity, DEVD-Rh110 fluorescence; inhibition, % at 20 µM; 330,000 compounds, 0.71% hits; AID 489030; active means inhibition of at least 40% at 20 µM;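 further: plate controls were DMSO wells for no effect and DEVD-CHO caspase inhibitor wells for full effect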
#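 Material: cell-free apoptosome with Apaf-1, procaspase-3 and caspase-9; Buffer or medium: Hepes pH 7.5 with detergent and BSA; Reagent: cytochrome c trigger plus (Z-DEVD)2-Rh110 caspase-3 substrate; Times: compound with Apaf-1, dATP, procaspase-3 30 min, then 50 min reaction, room temperature; Technique: Rh110 fluorescence intensity.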
# SENP1 FRET inh: SENP1 (human) catalytic domain inhibition; Q9P0U3; recombinant SENP1 catalytic domain, CyPet-SUMO1-YPet FRET cleavage; inhibition, % at 10 µM; 360,000 compounds, 0.21% hits; AID 624204;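 active means inhibition at least 30% at 10 µM, raw YFP signal under a set limit, fluorescence ratio 0.5 to 1.5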;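 further: 0% = enzyme with DMSO and 100% = no enzyme wells; some results filed as inactive read as strong as hits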
# Target sequence (Q9P0U3 419-644 limits assumed): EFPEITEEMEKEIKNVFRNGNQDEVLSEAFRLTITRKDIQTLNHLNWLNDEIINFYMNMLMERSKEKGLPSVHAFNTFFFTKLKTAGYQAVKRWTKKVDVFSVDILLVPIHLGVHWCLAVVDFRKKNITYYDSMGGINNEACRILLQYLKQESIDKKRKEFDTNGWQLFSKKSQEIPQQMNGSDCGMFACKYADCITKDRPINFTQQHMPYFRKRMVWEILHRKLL
#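 Test system: recombinant human SENP1 catalytic domain, His6-tagged / Medium: pH 8 Tris buffer with EDTA, NaCl, BME, BSA, NP40, catalase / Also added: SUMO1 FRET substrate flanked by Cypet and Ypet, 25 nM / Times: 50 min reaction at room temperature / Signal: FRET, CFP and YFP emission / Control set: no-enzyme low control and enzyme-plus-DMSO high control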
# A3G deaminase: blocks human APOBEC3G single-stranded DNA deamination | recombinant A3G, ssDNA deamination FAM/TAMRA fluorescence | inhibition, % at 20 µM | 330,000 compounds, 0.28% hits | AID 493012;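 active means inhibition of at least 40% at 20 µM, with no more than 30% in the related APOBEC3A deaminase screen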;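 further: plate controls were DMSO wells with A3G for no effect and wells lacking A3G enzyme for full effect; some compounds called inactive have numbers as strong as hits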
# UBC13 polyUb: inhibitors of human UBC13 polyubiquitin chain formation; 330,000 compounds, 0.47% hits; P61088; AID 485273; TR-FRET; inhibition, % at 20 µM; in the data active means inhibition above about 45%, passing the limit was not always enough
# Target sequence (P61088 whole entry, looked up): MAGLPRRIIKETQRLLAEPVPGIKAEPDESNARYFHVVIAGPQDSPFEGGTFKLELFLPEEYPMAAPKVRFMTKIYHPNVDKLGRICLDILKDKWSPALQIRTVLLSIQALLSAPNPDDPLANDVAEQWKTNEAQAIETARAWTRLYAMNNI
# SENP7 block: SENP7 protease inhibition. recombinant SENP7, Z-RLRGG-aminoluciferin luminescence, 40 min. inhibition, % at 5 µM. 330,000 compounds, 1.5% hits;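 active means inhibition above about 50% at the single test dose, limit read from the data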;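 further: plate controls were DMSO with enzyme for no effect and no enzyme buffer wells for full effect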
# Target sequence (Q9BQF6 706-1050 limits assumed): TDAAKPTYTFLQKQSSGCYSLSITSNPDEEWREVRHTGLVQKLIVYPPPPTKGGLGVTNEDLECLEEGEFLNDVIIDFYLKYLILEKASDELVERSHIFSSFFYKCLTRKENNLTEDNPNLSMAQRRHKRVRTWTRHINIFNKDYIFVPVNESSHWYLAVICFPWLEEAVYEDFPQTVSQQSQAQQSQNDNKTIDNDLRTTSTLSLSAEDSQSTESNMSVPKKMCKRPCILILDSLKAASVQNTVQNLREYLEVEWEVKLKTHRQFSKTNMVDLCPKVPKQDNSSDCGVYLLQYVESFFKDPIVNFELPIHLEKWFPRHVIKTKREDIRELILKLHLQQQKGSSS
# Starred values were filed as active, the others as inactive; / = no result given. Not a hit list; overall some 3.6% were active at least once.
1	COc1ccc(C)c(S(=O)(=O)Nc2ccc(OCC(=O)O)cc2)c1
2	CCCC1CCC(c2ccc(OCC)cc2)=CC1=O (stereo unspecified)
3	CN1CCC(N(C)C(=S)Nc2ccc(SC(F)F)cc2)CC1
4	Cc1c(C(=O)N2CCC3(CC2)CC(=O)c2ccccc2O3)cccc1[N+](=O)[O-]
5	CCOc1cc(/C=N/N=C(/N)c2nonc2N)cc(Br)c1OCc1ccc(Cl)cc1
6	COc1cccc(NC(=O)c2nc3ncccn3n2)c1
7	CC12CCC(=O)N1C(C(=O)N1CCN(S(=O)(=O)c3ccc(F)c(F)c3)CC1)CS2 (stereo unspecified)
8	CCc1ccccc1S(=O)(=O)Cc1ccc(C(=O)NCC2CCCO2)o1 (stereo unspecified)

Compound	1	2	3	4	5	6	7	8
SENP6 block	-20	65*	-7	-5	21	2	-11	1
SENP8 block-1	-6	42	-6	1	0	6	-8	2
SENP8 block-2	4	6	7	-20	26	21	22	5
Apaf-1 inh	-11	2	-7	5	3	3	-6	-2
SENP1 FRET inh	1	2	5	3	4	0	-1	0
A3G deaminase	-2	-9	-4	3	-3	-5	-8	-3
UBC13 polyUb	-5	3	9	-2	-6	16	4	-12
SENP7 block	17	28	2	4	0	0	-8	2

# In another format: results already given.
no. | mol | SENP6 block | SENP8 block-1 | SENP8 block-2 | Apaf-1 inh | SENP1 FRET inh | A3G deaminase | UBC13 polyUb | SENP7 block
3 | CN1CCC(N(C)C(=S)Nc2ccc(SC(F)F)cc2)CC1 | -7 | -6 | 7 | -7 | 5 | -4 | 9 | 2
8 | CCc1ccccc1S(=O)(=O)Cc1ccc(C(=O)NCC2CCCO2)o1 (stereo unspecified) | 1 | 2 | 5 | -2 | 0 | -3 | -12 | 2

# (list continues)
9	Cc1noc(C)c1COC(=O)COc1ccc2c(C)cc(=O)oc2c1
10	Cc1nc(C2COc3ccccc3O2)sc1C(=O)O (stereo unspecified)
11	CCOC(=O)c1ccc(NC(=O)CSc2nc(NC(=O)c3ccccc3)c3c(C)c(C)oc3n2)cc1
12	Cc1ccc(NS(=O)(=O)c2ccc(C)c(C(=O)NCC(c3ccccc3)N(C)C)c2)cc1 (stereo unspecified)
13	COC(=O)c1ccc(-c2noc(CN(Cc3nccn3C)C(C)C)n2)cc1
14	COc1ccc(C(O)(C(C)C)C(CN2CCOCC2)c2ccc(Cl)cc2)cc1 (stereo unspecified)
15	CCOC(=O)C1=C(CSc2nc3c(cc2C#N)CN(C)CC3)OC(N)=C(C#N)C1c1ccccc1 (stereo unspecified)
16	CCOC(=O)c1c(NC(=O)CCN2C(=O)c3ccccc3C2=O)sc(C(=O)OC(C)C)c1C

Compound	9	10	11	12	13	14	15	16
SENP6 block	-6	88*	-3	1	-13	-19	-1	9
SENP8 block-1	6	84*	0	-8	-4	-13	11	5
SENP8 block-2	-89	3	-25	13	16	10	-231	16
Apaf-1 inh	8	-14	9	26	4	19	12	20
SENP1 FRET inh	0	3	-1	-2	-7	0	-21	-1
A3G deaminase	-4	-9	-4	-6	-3	-7	0	-4
UBC13 polyUb	-8	6	15	-3	-10	0	-6	9
SENP7 block	6	80*	1	-11	0	-8	4	6

17	COc1ccc(CCNC(=O)Cn2cnc3c2c(=O)n(C)c(=O)n3C)cc1OC
18	COc1cc2c(cc1NC(=S)NC(=O)c1c(OC)cccc1OC)oc1ccccc12
19	COCCn1c(SCc2cccnc2)nnc1-c1ccco1
20	COc1ccc(C(=O)Nc2nc3ccccc3s2)c(OC)c1
21	COC(=O)c1ccccc1NC(=O)/C=N/O
22	COc1ccccc1Cn1c(=S)[nH]c2cc(C(=O)N3CCC(C(N)=O)CC3)ccc2c1=O
23	COc1ccc(N2CCC(CNC(=S)Nc3cccc(OC)c3)C2)cc1 (stereo unspecified)
24	COc1cc(C(N)=O)cc(Cl)c1OCc1ccccc1

Compound	17	18	19	20	21	22	23	24
SENP6 block	5	-6	-6	97*	-6	-6	2	-30
SENP8 block-1	-2	0	0	98*	2	-2	0	-5
SENP8 block-2	21	2	2	-171	12	7	/	20
Apaf-1 inh	-1	-9	-4	7	4	6	3	10
SENP1 FRET inh	2	-1	-1	-1	2	3	/	-1
A3G deaminase	0	-8	0	-1	1	2	3	-3
UBC13 polyUb	2	7	6	10	-4	-2	4	-1
SENP7 block	-4	-9	-2	101*	-3	-2	1	1

25	CCCn1cc(CN2CCC(C(=O)Nc3cccc(-c4cscn4)c3)CC2)c(C)n1
26	Cc1ccc(NC(=O)CN2C(=O)NC(Cc3c[nH]c4ccccc34)C2=O)cc1 (stereo unspecified)
27	Cc1ccc(-c2nc(CN3CCCCC3)cc(CN3CCCCC3)c2O)cc1
28	O=c1cc(-c2c(F)c(F)c(F)c(F)c2F)oc2c(F)c(F)c(F)c(F)c12
29	O=S(=O)(Nc1nccs1)c1ccc(NS(=O)(=O)c2c(F)cc(F)c(Cl)c2F)cc1
30	Cc1ccccc1C(=O)NC1CCN(CC(=O)NCc2ccccc2)CC1
31	COc1ccc(Br)cc1CN1CCN(C(=O)c2ccc(OC)c(OC)c2)CC1
32	CC(=O)N1N=C(c2cccc([N+](=O)[O-])c2)OC1c1cccc(Br)c1 (stereo unspecified)

Compound	25	26	27	28	29	30	31	32
SENP6 block	-10	-7	-38	-4	0	-13	-2	-7
SENP8 block-1	-11	-16	-15	-2	1	-3	-9	-5
SENP8 block-2	-13	6	-363	/	4	7	5	15
Apaf-1 inh	2	21	9	17	1	1	8	14
SENP1 FRET inh	1	-2	-2	/	-1	1	-15	-1
A3G deaminase	-5	-4	-7	1	-6	-9	-5	-3
UBC13 polyUb	1	-10	11	-2	-4	4	4	3
SENP7 block	-11	-4	4	6	-4	0	3	1

33	O=C(Nc1ccc(C(F)(F)F)cc1)N1CCN(c2ccnc3cc(Cl)ccc23)CC1
34	O=[N+]1C2=C(CCCC2)N([O-])C12CCCC2
35	O=C(CSc1ncnc2c1cnn2-c1ccccc1)NC1CCS(=O)(=O)C1 (stereo unspecified)
36	COc1ccccc1C1=CC(=O)CCC1
37	Cc1cccc(-n2c(CNC(=O)Cc3ccccc3)n[nH]c2=S)c1
38	COc1ccc(N2C(=O)CC(Nc3ccc(C(=O)O)cc3)C2=O)cc1OC (stereo unspecified)
39	Cc1c(C(=O)OCC(=O)Nc2c(C)n(C)n(-c3ccccc3)c2=O)cccc1[N+](=O)[O-]
40	CCOC(=O)c1cc2c(C)n(-c3ccc(OCC)cc3)c(C)c2ccc1=O

Compound	33	34	35	36	37	38	39	40
SENP6 block	-17	-17	31	-20	21	-6	-17	10
SENP8 block-1	-3	-2	17	-1	6	8	-9	7
SENP8 block-2	-48	19	-62	-9	3	8	5	1
Apaf-1 inh	10	-16	-2	-3	-2	-22	-93	17
SENP1 FRET inh	2	1	-2	3	-1	4	0	11
A3G deaminase	-11	-8	-2	-9	21	-5	-9	5
UBC13 polyUb	-4	-5	10	8	-3	4	5	-13
SENP7 block	4	8	22	-3	8	7	5	5

41	CC(=O)N1c2ccc(S(=O)(=O)N3CCCC(C(=O)N4CCCCC4)C3)cc2CC1C (stereo unspecified)
42	Cc1nnc(SCCn2c(N3CCN(C)CC3)nc3c2c(=O)[nH]c(=O)n3C)s1
43	CCCSC1=N/C(=C\c2ccsc2)C(=O)S1
44	O=C(NCCc1ccccc1)C(=O)NN=C1CCCC1
45	CCC(C)NC(=O)c1ccccc1NC(=O)Nc1ccccc1 (stereo unspecified)
46	O=C(COC(=O)c1ccc(Br)cc1)NCc1ccccc1
47	COc1ccc(CC(=O)N2CCCc3ccccc32)cc1OC
48	O=C(Nc1ccc(S(=O)(=O)Nc2ncccn2)cc1)c1ccc(Br)o1

Compound	41	42	43	44	45	46	47	48
SENP6 block	-14	3	-28	0	23	-2	0	-5
SENP8 block-1	-11	9	-3	1	-1	-12	3	-11
SENP8 block-2	4	17	-1	0	-203	21	8	6
Apaf-1 inh	12	-8	19	5	-1	3	8	-11
SENP1 FRET inh	2	1	0	2	1	5	-2	1
A3G deaminase	-11	-8	-6	1	1	-5	2	-8
UBC13 polyUb	3	-3	-12	-4	4	-16	-8	6
SENP7 block	-14	4	-1	-4	13	-2	10	-5

49	O=C(O)CCCN1C(=O)C2C3CCC(O3)C2C1=O (stereo unspecified)
50	Cc1cc2nc(/C=C/c3cccnc3)[nH]c2cc1C
51	CC(C)C(NC(=O)c1ccc(C(C)(C)C)cc1)C(=O)O (stereo unspecified)
52	O=C(OCc1cn(-c2ccc(Cl)cc2)nn1)c1ccccc1
53	Cn1c(=O)cc(OCC(=O)NC2CCCCC2)c2ccccc21
54	CCCc1cc(=O)[nH]c2nnc(SCC(=O)Nc3cc(C)on3)n12
55	O=C(CC1CCCCC1)c1c(O)c2ccccc2oc1=O
56	O=C(Cn1c(NCCCO)nc2ccccc21)c1cccc(Br)c1
57	CN=c1scc(-c2cccs2)n1/N=C/c1ccc(O)c(O)c1O
58	N#C/C(=N\Nc1ccccc1F)C(=N)N1CCCCC1
59	CCc1cccc(C)c1NC(=S)N(CCN(C)C)C(C)c1cccnc1 (stereo unspecified)

Compound	49	50	51	52	53	54	55	56	57	58	59
SENP6 block	7	6	-1	-5	-5	-15	16	-18	79*	13	7
SENP8 block-1	1	-9	8	-14	-6	4	-12	-11	82*	-6	-2
SENP8 block-2	6	-303	10	17	15	8	11	20	30	21	18
Apaf-1 inh	-1	-6	6	1	-1	-1	5	2	16	2	0
SENP1 FRET inh	1	-10	1	1	4	2	-1	4	3	0	1
A3G deaminase	0	-6	-2	3	-6	-5	-7	-6	5	0	-5
UBC13 polyUb	-2	9	-4	-4	-13	-5	19	3	-19	4	-3
SENP7 block	7	-3	-3	5	-13	-6	0	-9	57*	-3	16

# Some of the entries so far, with bars between the fields.
nr | molecule | SENP6 block | SENP8 block-1 | SENP8 block-2 | Apaf-1 inh | SENP1 FRET inh | A3G deaminase | UBC13 polyUb | SENP7 block
49 | O=C(O)CCCN1C(=O)C2C3CCC(O3)C2C1=O (stereo unspecified) | 7 | 1 | 6 | -1 | 1 | 0 | -2 | 7
50 | Cc1cc2nc(/C=C/c3cccnc3)[nH]c2cc1C | 6 | -9 | -303 | -6 | -10 | -6 | 9 | -3
51 | CC(C)C(NC(=O)c1ccc(C(C)(C)C)cc1)C(=O)O (stereo unspecified) | -1 | 8 | 10 | 6 | 1 | -2 | -4 | -3
52 | O=C(OCc1cn(-c2ccc(Cl)cc2)nn1)c1ccccc1 | -5 | -14 | 17 | 1 | 1 | 3 | -4 | 5
53 | Cn1c(=O)cc(OCC(=O)NC2CCCCC2)c2ccccc21 | -5 | -6 | 15 | -1 | 4 | -6 | -13 | -13
54 | CCCc1cc(=O)[nH]c2nnc(SCC(=O)Nc3cc(C)on3)n12 | -15 | 4 | 8 | -1 | 2 | -5 | -5 | -6
55 | O=C(CC1CCCCC1)c1c(O)c2ccccc2oc1=O | 16 | -12 | 11 | 5 | -1 | -7 | 19 | 0
56 | O=C(Cn1c(NCCCO)nc2ccccc21)c1cccc(Br)c1 | -18 | -11 | 20 | 2 | 4 | -6 | 3 | -9
57 | CN=c1scc(-c2cccs2)n1/N=C/c1ccc(O)c(O)c1O | 79* | 82* | 30 | 16 | 3 | 5 | -19 | 57*
58 | N#C/C(=N\Nc1ccccc1F)C(=N)N1CCCCC1 | 13 | -6 | 21 | 2 | 0 | 0 | 4 | -3
59 | CCc1cccc(C)c1NC(=S)N(CCN(C)C)C(C)c1cccnc1 (stereo unspecified) | 7 | -2 | 18 | 0 | 1 | -5 | -3 | 16
